Screening results: PubChem BioAssay, several laboratories
bIAP activator – bovine intestinal alkaline phosphatase activators, primary screen, biochemical, bovine IAP, CDP-star luminescence; alkaline phosphatase, intestinal [Bos taurus]; purified bovine IAP, 30 min; stronger effect = higher value; fold of DMSO-control signal, blank-subtracted; activation factor at 20 µM; 0.17% of 200,000 active; AID 1016, 2008;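 active means activation factor of 2 or more at 20 µM, a signal rise over negative controls twice the positive control's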
L major viab – Leishmania major promastigote growth inhibition, primary screen | Leishmania major promastigotes, resazurin fluorescence viability | inhibition, % at 10 µM | 9% of 200,000 active; in the data active means inhibition above about 50%;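 further: promastigotes grown with compound for 44 hours at 28 °C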
PPARg SRC-3 ag – PPARgamma agonists recruiting SRC-3 coactivator, primary screen, biochemical; Peroxisome proliferator-activated receptor gamma (Homo sapiens), P37231; biochemical PPARgamma/SRC-3 coactivator recruitment assay; activation, % at 8 µM; 0.26% of 200,000 active; in the data active means activation above about 23%;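 further: 0% = DMSO and 100% = reference agonist; some compounds past the cut are filed as inactive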
Target sequence (P37231 whole entry, looked up): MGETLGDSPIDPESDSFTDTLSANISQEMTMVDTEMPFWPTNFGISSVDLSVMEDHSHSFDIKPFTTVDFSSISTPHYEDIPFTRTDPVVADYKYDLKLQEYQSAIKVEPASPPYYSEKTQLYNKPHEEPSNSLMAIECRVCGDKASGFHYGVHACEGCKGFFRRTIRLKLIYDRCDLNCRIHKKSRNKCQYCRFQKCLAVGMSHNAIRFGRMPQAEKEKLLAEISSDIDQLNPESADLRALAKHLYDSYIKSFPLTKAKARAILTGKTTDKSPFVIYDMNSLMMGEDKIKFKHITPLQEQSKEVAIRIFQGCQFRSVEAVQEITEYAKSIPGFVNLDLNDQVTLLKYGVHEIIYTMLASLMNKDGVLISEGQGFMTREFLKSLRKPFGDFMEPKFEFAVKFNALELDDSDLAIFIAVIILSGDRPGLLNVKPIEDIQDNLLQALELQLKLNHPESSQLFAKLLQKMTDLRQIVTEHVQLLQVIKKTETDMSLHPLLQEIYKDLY
Redox H2O2 prof – compounds producing H2O2 with reducing agent – biochemical, NIH compound library profiling, artefact control for MLSCN library redox annotation, primary screen. DTT-dependent redox cycling H2O2, phenol red/HRP absorbance; 100% = 100 µM peroxide control, 0% = buffer. AID 878, 2007. 0.03% of 200,000 active. activation, % at 10 µM;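 active means activation of at least 50% relative to the plate's high and low controls in the primary single-dose screen; inactive means activation below 50%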;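 further: compound incubated with DTT at 0.8 mM final as the reducing agent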
ROMK primary – ROMK potassium channel modulators, primary screen, cell-based, thallium flux, MLSMR library | ATP-sensitive inward rectifier potassium channel 1 (Homo sapiens), P48048 | Tet-inducible ROMK, thallium flux fluorescence; actives lie on both sides | B-score at 10 µM | 2% of 130,000 active;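 active means signal ratio slope over the read window, or its plate-corrected B-score, at least 3 SD from the plate mean, either direction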;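 further: B-score of the F/F0 ratio slope over 7 to 12 s after thallium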
Target sequence (P48048 whole entry, looked up): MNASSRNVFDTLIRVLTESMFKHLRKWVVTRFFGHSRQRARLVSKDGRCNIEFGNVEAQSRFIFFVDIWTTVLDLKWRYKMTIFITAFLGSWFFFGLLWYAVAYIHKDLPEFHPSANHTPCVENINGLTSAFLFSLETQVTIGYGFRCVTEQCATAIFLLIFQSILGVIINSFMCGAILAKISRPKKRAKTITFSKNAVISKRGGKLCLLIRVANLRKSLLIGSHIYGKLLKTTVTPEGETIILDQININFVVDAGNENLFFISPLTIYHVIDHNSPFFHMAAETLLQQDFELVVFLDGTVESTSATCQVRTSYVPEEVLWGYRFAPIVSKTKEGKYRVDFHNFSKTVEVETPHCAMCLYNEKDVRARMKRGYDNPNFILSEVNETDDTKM
PPARg SRC2 recr – agonists of PPARg-SRC-2 recruitment, primary screen, biochemical, HTS. AID 1032, 2008. Peroxisome proliferator-activated receptor gamma (Homo sapiens), P37231. 0.34% of 200,000 active. activation, % at 8 µM. PPARgamma LBD-SRC-2 recruitment; in the data active means activation above about 22%;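 further: 0% = vehicle and 100% = reference agonist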
TLR4-MyD88 BLA – inhibitors of TLR4-MyD88 association in cells, primary screen, cell-based, HeLa CL3-4, BLA complementation, FRET ratio | HeLa CL3-4 TLR4/MyD88 BLA complementation | inhibition, % at 8.4 µM | 0.18% of 200,000 active; in the data active means inhibition above about 25%;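 further: 0% = vehicle and 100% = reference inhibitor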
bIAP inhibitor – bovine intestinal alkaline phosphatase inhibitors, primary screen, selectivity assay for TNAP inhibitor project, biochemical, bovine IAP, CDP-star luminescence; AID 1019, 2008; purified bovine IAP, 30 min; alkaline phosphatase, intestinal [Bos taurus]; 190,000 tested, under 10 active; inhibition, % at 20 µM;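 active means over 50% inhibition of intestinal alkaline phosphatase at 20 µM in the single-dose screen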
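System: purified bovine intestinal alkaline phosphatase (IAP) enzyme; Input: IAP diluted 1/65,000,000 in the well; Measured by: CDP-star luminescence signal; Compound dosing: 20 µM single dose; Incubation: 30 min reaction at room temperature.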
TR-FRET SRC-2 ct – TR-FRET signal artefacts, primary screen, artefact control for PPARgamma SRC-2 agonist project, biochemical | TR-FRET artefact counter-screen; stronger effect = higher value | TR-FRET ratio at 8 µM | 0.4% of 200,000 active; in the data active means TR-FRET ratio above about 2000; further: inactives centre near 1500
PPARg SRC-1 ag – PPARgamma agonists recruiting SRC-1 coactivator, primary screen, biochemical; Peroxisome proliferator-activated receptor gamma (Homo sapiens), P37231; PPARgamma-SRC-1 coactivator recruitment biochemical assay; 0.41% of 200,000 active; activation, % at 8 µM; in the data active means activation above about 19%;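 further: 0% = DMSO and 100% = reference agonist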
S1P3 antag – S1P3 receptor antagonists, primary screen, cell-based | Sphingosine 1-phosphate receptor 3 (Homo sapiens), Q99500 | CHO S1P3 NFAT-BLA reporter, FRET fluorescence, antagonist mode | inhibition, % at 4.98 µM | 0.27% of 170,000 active | AID 485, 2006;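 active means inhibition above the plate cutoff, the mean inhibition of test wells on that plate plus 3 SD, cut at about 28% in these data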;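 further: cells challenged with S1P at its EC80 of 0.8 µM; blue over green emission ratio from cleaved BLA substrate after 4 h stimulation; 0% = S1P-stimulated wells and 100% = unstimulated DMSO-only wells; some compounds past the cut are filed as inactive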
Numbers without * were called inactive; . = not tested or not shown; & = joins results of further samples. The list is partial; the hit share may differ from the screen's.

SMILES	bIAP activator	L major viab	PPARg SRC-3 ag	Redox H2O2 prof	ROMK primary	PPARg SRC2 recr	TLR4-MyD88 BLA	bIAP inhibitor	TR-FRET SRC-2 ct	PPARg SRC-1 ag	S1P3 antag
O=c1[nH]c(=S)n(-c2ccccc2)c(O)c1/C=N/N1CCOCC1	1	4.2	-1.5	-0.3	1.3	-7.2	-7.0	1.6	1444	-3.5	-14.7
Clc1ccc2c(c1)C(c1ccccc1Cl)=NCc1nnc(N3CCN(CCOc4ccccc4)CC3)n1-2	0.9	15.0	3.3	-0.2	-1.5	11.1	-3.9	6.1	1578	7.4	-6.8
CC(C)CCNC(=O)c1cc(C(=O)c2cc(Br)ccc2O)cn(CCC(C)C)c1=O	0.9	83.4*	-1.9	-0.1	0.0299	-5.5	-5.9	9.4	1566	6.8	4.0
O=C(NC1CN2CCC1CC2)c1ccc(-c2ccc([N+](=O)[O-])cc2)o1 (centres undefined)	1	6.8	0.2	-0.6	-0.00078	-0.8	0.6	-4.4	1542	-12.5	-2.1
O=[N+]([O-])c1ccc(C2[C@H]3C(c4ccccc4)=NC4(CCCCC4)N23)cc1 (some centres undefined)	0.9	10.9	5.4	-0.2	.	2.3	-9.6	8.0	1655	-0.3	4.3
CC(=O)Nc1cc([As](=O)(O)O)ccc1O	0.7	-3.5	3.6	-1.1	.	4.7	-8.1	32.9	1427	6.2	-23.3&11.3
CN1CCN(c2ccc([N+](=O)[O-])c(Sc3nncn3C)c2)CC1	0.9	-5.2	-2.8	0.0	0.447	3.5	14.7	8.9	1663	1.7	-18.5
CSc1ncc(CN2CCCC(C(=O)c3sccc3C)C2)cn1 (centres undefined)	1.1	18.5	3.1	-0.5	-0.378	11.8	-68.6	-8.7	1531	1.0	5.3
CCN(CC)S(=O)(=O)c1cc(NC(=O)C(C)N2CC=C(c3ccccc3)CC2)ccc1C (centres undefined)	1	12.6	-4.5	0.9	.	-6.4	-5.0	-2.3	1275	-2.0	-8.0
COC(=O)[C@@H]1C[C@@]1(C)[C@@H](NP(=O)(c1ccccc1)c1ccccc1)c1ccccc1	1.2	2.4	-4.6	1.0	-0.132	-1.5	4.4	-17.7	1409	-1.0	0.6
O=C(O)c1cc2ccccc2oc1=O	0.9	0.6	-2.0	-2.6	.	2.4	-7.1	7.0	1687	5.4	-33.5
Cc1nc2cc([N+](=O)[O-])ccc2c(=O)n1-c1ccccc1[N+](=O)[O-]	0.9	2.4	2.8	-0.2	0.142	7.3	-5.8	6.8	1597	8.0	-5.1
Cc1cccc(CN2CCN(CC(=O)N3CCC4(CC3)OCCO4)C2=O)c1	1	-7.8	4.2	0.3	0.484	9.6	-7.6	3.5	1609	0.3	.
COc1ccc(-n2c(Cc3ccccc3)nc3ccccc3c2=O)cc1	0.9	-0.5	3.9	-0.9	-1.24	3.3	-5.7	7.3	1515	8.4	2.1
Clc1ccccc1CNC1CN2CCC1CC2 (centres undefined)	0.3	11.5	3.7	0.8	.	-6.5	7.0	.	1390	-4.1	3.1
Cc1ccc(/C=C2\C(=O)NC(=S)N(c3ccc(F)cc3)C2=O)s1	0.8	100.4*	-0.2	-0.3	1.26	-1.8	26.1*	24.8	1406	-7.9	8.2
CC1(C)COC(Nc2ccc(Cl)cc2)=N1	0.9	37.2	3.9	0.1	0.342	3.5	-5.0	8.4	1608	-2.0	-8.3
CC(=O)Nc1cc(C(=O)N2CCC3(CC2)OCCO3)ccc1S(=O)(=O)c1ccc(C)cc1	1.1	-6.5	1.7	0.1	0.0086	-4.1	-9.3	-12.3	1434	-12.1	-28.4
CC1(C)OC1COc1c2occc2cc2ccc(=O)oc12 (centres undefined)	0.9	-2.1	1.9	0.9	0.18	7.9	5.2	8.3	1482	5.1	-19.1
CN(C)C(=O)Oc1ccc(OCc2nc3ccccc3[nH]2)cc1	0.9	-12.1	-2.1	-0.4	-0.189	-5.4	-2.0	6.4	1577	-2.6	10.8
O=C1NC(=O)N(c2ccc(Cl)cc2)C(=O)/C1=C\c1ccc(Sc2nc3ccccc3[nH]2)o1	0.7	45.5	6.7	-0.2	-0.516	-4.1	-13.0	27.9	1701	1.3	-4.5
CCOP(=O)(OCC)C(NC(=O)c1ccccc1)=C(Cl)Cl	1	-4.6	-2.6	-0.3	1.17	-5.4	-3.1	3.9	1426	2.0	0.3
COc1ccc(NC(=O)N2CCC3(CC2)OCCO3)cc1	1	-5.2	5.4	-0.9	0.546	0.2	-5.2	1.1	1685	9.1	-0.8
COc1ccccc1OCCCn1cc(C(C)=O)c2ccccc21	1	19.4	3.7	-0.8	-0.373	9.6	3.3	-1.7	1534	1.5	-0.9
CCOC(=O)C1CCN(/C=C2/C(=O)NC(=O)N(c3cccc(C)c3C)C2=O)CC1	1.2	54.4*	-5.7	-0.1	0.39	-5.7	-1.3	-18.9	1609	1.0	-10.6

The list goes on, overlapping the part above by 3 compounds.
SMILES	bIAP activator	L major viab	PPARg SRC-3 ag	Redox H2O2 prof	ROMK primary	PPARg SRC2 recr	TLR4-MyD88 BLA	bIAP inhibitor	TR-FRET SRC-2 ct	PPARg SRC-1 ag	S1P3 antag
COc1ccc(NC(=O)N2CCC3(CC2)OCCO3)cc1	1	-5.2	5.4	-0.9	0.546	0.2	-5.2	1.1	1685	9.1	-0.8
COc1ccccc1OCCCn1cc(C(C)=O)c2ccccc21	1	19.4	3.7	-0.8	-0.373	9.6	3.3	-1.7	1534	1.5	-0.9
CCOC(=O)C1CCN(/C=C2/C(=O)NC(=O)N(c3cccc(C)c3C)C2=O)CC1	1.2	54.4*	-5.7	-0.1	0.39	-5.7	-1.3	-18.9	1609	1.0	-10.6
Cc1nc2ccc(Cl)cc2c(-c2ccccc2)c1C(=O)O	0.9	-5.5	4.6	0.2	.	-1.1	11.6	14.0	1706	2.6	-1.9
C/C(=N\N1CCN(C)CC1)c1c(O)n(Cc2ccccc2)c(=O)[nH]c1=O	0.8	-7.6	-3.7	0.1	.	4.8	-3.1	16.3	1631	12.1	-7.3
OC(CNC1CCCCC1)c1ccccc1 (centres undefined)	0.8	-3.4	9.2	2.6	.	16.1	2.8	19.0	1565	6.8	0.4
CCSP1(=S)N=C(N2CCOCC2)C(C#N)=C2CCCN21 (centres undefined)	1.1	-7.4	-3.8	2.9	1.21	-5.3	1.4	-9.5	1462	-0.5	-3.1
Clc1ccc(C(c2ccccc2)c2ncc[nH]2)cc1 (centres undefined)	0.8	14.2	5.7	-0.5	-0.524	3.7	-14.7	21.0	1636	0.4	-10.7
COc1ccc2cc(C(=O)C3CCCN(C4CCOCC4)C3)ccc2c1 (centres undefined)	0.9	99.2*	-0.5	-1.4	-1.08	2.8	3.5	5.3	1620	3.8	9.8
CCOC(=O)CC1=C(C(=O)OCC)C2(C(=O)Nc3ccccc32)C(C#N)=C(N)O1 (centres undefined)	1	13.5	-4.9	4.2	.	0.0	2.9	0.6	1567	-3.5	.
COc1ccc(O)c(C(C)(C)C)c1	1.1	-2.6	6.1	2.9	-1.34	-1.5	1.5	-9.8	1506	6.5	-12.9
NC(=O)c1cn(C2OC(CO)C(O)C2O)c2ncnc(N)c12 (centres undefined)	1	99.1*	0.1	-1.0	4.01*	7.1	5.7	-1.9	1609	-2.5	22.8
CCN(CC)C(=O)c1ccc(NC(=O)CCCSc2ccccc2)cc1	1.1	-9.8	-0.8	-0.5	-0.907	9.6	-5.9	-5.6	1731	4.5	-7.9
CC(C)Sc1nnc([C@@H](N)Cc2ccccc2)o1	1.1	-3.7	-2.0	1.2	.	-3.6	4.3	-6.6	1403	-4.8	.
COCCCn1c(N)c(C(=O)NCCC(C)C)c2nc3ccccc3nc21	1.1	3.2	-0.7	0.3	-0.158	1.8	-34.0	-6.3	1516	1.6	-25.1
CC(O)(CS(=O)(=O)c1cccc(C(F)(F)F)c1)C(=O)Nc1ccc(C(F)(F)F)cc1 (centres undefined)	1	-3.1	-2.7	2.0	.	0.7	7.4	-3.2	1391	-6.7	.
O=C1NC(=O)C(=Cc2ccc3c(c2)OCO3)C(=O)N1	1	-6.8	5.0	-1.4	-0.534	5.8	12.4	4.4	1632	4.3	-7.5
O=C(COC(=O)c1ccc(O)cc1)Nc1ccc(Cl)cc1C(=O)c1ccccc1	0.9	7.0	3.3	0.4	.	6.5	-5.8	13.2	1456	8.4	-2.0
CNC(=S)NC1CC2CCCC(C1)N2CC(C)C (centres undefined)	1.1	1.3	0.7	2.0	.	-8.0	7.7	-10.3	1376	-11.5	.
Cc1cc(OCc2nn[nH]n2)c2c3c(c(=O)oc2c1)CCC3	0.9	-6.9	2.9	1.8	-0.752	-2.2	9.0	14.6	1469	-0.5	-5.2
Cc1ccc(OCC(=O)N2CCN(C3CCC(c4ccccc4)CC3)CC2)cc1 (centres undefined)	1.2	57.4*	0.6	0.0	-1.55	-6.3	-5.1	-17.0	1520	11.8	-19.0
CC(=O)c1c(C)n(CCCOC(C)C)c2ccc(O)cc12	0.8	4.6	2.8	0.5	.	-4.2	-4.5	15.7	1380	2.9	5.3
O=c1[nH]c(=S)n(CCC2=CCCCC2)c(O)c1C=NCc1cccnc1	0.9	-7.7	1.6	0.2	0.991	12.0	-24.1	7.5	1526	2.9	.
COc1ccc(CC2C(=O)NC(=O)N(c3ccccc3)C2=O)c(OC)c1 (centres undefined)	1	-4.6	4.1	-0.3	-0.703	2.1	-1.2	2.7	1826	3.0	74.4*
CCOCC(=O)NC1CCSC1=O (centres undefined)	1	-6.9	0.4	-0.6	-1.36	1.3	-4.4	1.1	1675	-0.8	-26.6
Cc1ccccc1CS(=O)(=O)Cc1ccc(C(=O)N2CCC3(CC2)OCCO3)o1	0.9	-1.3	-2.3	-0.7	-1.22	4.1	-1.6	5.8	1870	-3.7	-9.4
O=C(CCN1C(=O)COc2ccccc21)N1CCC2(CC1)OCCO2	0.9	-1.2	-4.4	-0.1	0.442	5.0	1.4	10.1	1686	8.4	3.3
COc1ccc(C)cc1NC(=O)N1CCC2(CC1)OCCO2	0.9	-1.0	-2.1	0.4	0.122	-4.3	-0.5	14.6	1530	-0.8	-17.8
O=c1c2ccccc2nc(/C=C/c2ccc3c(c2)OCO3)n1-c1cccc(O)c1	1	10.3	4.9	-0.5	-0.216	12.4	10.3	-3.4	1658	-1.9	5.2
O=C(c1ccc2c(c1)OCO2)C1CCCN(CC2CCCCC2)C1 (centres undefined)	1	91.1*	1.8	-9.6	-2.16	-6.6	-8.7	-4.2	1479	8.4	-10.6
